RGS4 inh – blocks human RGS4-accelerated GTP hydrolysis | P49798 | Transcreener GDP fluorescence polarization, RGS4-accelerated GTP hydrolysis | Potency, µM (titrated, usually from 114 µM), without a hit: at the highest dose activity change, negative = inhibition, most hits filed as inhibitors | 0.039% of 390,000 active; note: % is set by controls: 0 for no effect and ±100 for the full control effect; nearly all actives have a fitted effect of over 75% in size; some results filed as inactive show a strong effect at the top dose
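MLSMR compounds (23 nl, pin-transferred) preincubated 10 min at room temperature with a 500nM (2x) first reagent, then RGS4 at 900nM (2x) plus Transcreener GDP mix added; fluorescence polarization (620/688 nm) read before and after 90 min at 30 °C.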
ERG Ets-DNA blk – inhibitors of human ERG Ets domain-DNA interaction | P11308 | Potency, µM (highest dose often 76.9 µM), for inactives: top-dose FP activity, negative = inhibition, actives largely listed as inhibitors | fluorescence polarization, His-ERG Ets domain / labelled DNA | 0.028% of 370,000 active; active = well fitted inhibition curve with a large enough effect in the polarisation, with a control signal flat; inconclusive = small, poorly fitted or top-dose-only effect, or effect the other way, or a change in a side signal; inactive = no such curve, though single readings can be large or run the other way; the % refers to the polarisation;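 note: polarization taken with two DNA probes labelled with fluorescein and Texas red; % of control where 0% means no effect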
Target sequence (P11308 whole entry, looked up, the tested form may be a part): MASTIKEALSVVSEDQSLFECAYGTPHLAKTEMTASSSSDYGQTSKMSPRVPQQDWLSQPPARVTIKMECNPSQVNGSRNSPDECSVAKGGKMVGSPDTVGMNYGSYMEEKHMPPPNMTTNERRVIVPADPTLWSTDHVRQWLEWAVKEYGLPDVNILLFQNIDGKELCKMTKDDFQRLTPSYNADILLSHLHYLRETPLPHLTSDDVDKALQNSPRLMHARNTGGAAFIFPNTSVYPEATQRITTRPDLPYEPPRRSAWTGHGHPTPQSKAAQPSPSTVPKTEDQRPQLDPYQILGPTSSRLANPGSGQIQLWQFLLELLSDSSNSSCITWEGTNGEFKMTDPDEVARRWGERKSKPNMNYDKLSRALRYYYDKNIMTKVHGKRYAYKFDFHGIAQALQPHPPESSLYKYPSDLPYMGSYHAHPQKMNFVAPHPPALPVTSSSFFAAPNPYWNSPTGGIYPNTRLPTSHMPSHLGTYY
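His-tagged ERG Ets domain (1 uM in the protein solution; 300mM KCl, 50mM Tris-HCl, 1mM EDTA, 1mM DTT, pH 7.5) received compound, then a probe mix of 5 nM fluorescein-DNA and 100nM Texas-615-DNA. Fluorescence polarization was read for both dyes.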
ALOX12 inh – ALOX12 (human) lipoxygenase inhibition | 1.1% of 580,000 active | purified 12hLO, xylenol orange hydroperoxide absorbance | P18054 | Potency, µM (highest dose often 108 µM), for the others: at the highest dose activity change, negative = inhibition, actives largely listed as inhibitors; note: % is set by controls: 0 for no effect and ±100 for the full control effect
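Purified human 12hLO (150 nM final) in 25 mM Hepes, 0.01% Triton X-100, pH 7.0 was preincubated 15 min at room temperature with compound. Then 40 uM arachidonic acid was added, 30 min. Hydroperoxide was read by Fe-XO absorbance ratio 573/405 nm.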
JMJD2A Tudor inh – inhibitors of human JMJD2A Tudor domain; AID 504339; 4.4% of 390,000 active; Potency, µM (series often up to 114 µM), without a hit: at the highest dose activity change, negative = inhibition, actives largely listed as inhibitors; AlphaScreen JMJD2A-Tudor / H3K4me3 peptide binding; O75164; note: % is set by controls: 0 for no effect and ±100 for the full control effect; nearly all actives have a fitted effect of over 50% in size
rTrxR1 inhibitor – inhibitors of rat thioredoxin reductase 1 | recombinant rTrxR1, NADPH fluorescence consumption, selenite substrate | Potency, µM (doses to about 114 µM), without a hit: top-dose activity change, negative = inhibition, actives largely listed as inhibitors | 1% of 390,000 active; note: % is set by controls: 0 for no effect and ±100 for the full control effect; nearly all actives have a fitted effect of over 65% in size
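Rat TrxR1 (90 nM in the dispensed reagent) was pre-reduced with 400 uM NADPH for 5 min at room temperature, then incubated with compound for 15 min. After 400 uM selenite was added, NADPH fluorescence (Ex 340/Em 450 nm) was followed for 8 min.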
Tb PGK inh – T. brucei PGK inhibition; PGK/GAPDH coupled, Kinase-Glo luminescence, 60 min; 0.043% of 380,000 active; AID 602233; Potency, µM (top dose mostly 57.5 µM), inactives show top-dose activity change, negative = inhibition, hits mostly inhibitors; P07378; note: % is set by controls: 0 for no effect and ±100 for the full control effect; nearly all actives have a fitted effect of over 60% in size
Target sequence (P07378 whole entry, looked up): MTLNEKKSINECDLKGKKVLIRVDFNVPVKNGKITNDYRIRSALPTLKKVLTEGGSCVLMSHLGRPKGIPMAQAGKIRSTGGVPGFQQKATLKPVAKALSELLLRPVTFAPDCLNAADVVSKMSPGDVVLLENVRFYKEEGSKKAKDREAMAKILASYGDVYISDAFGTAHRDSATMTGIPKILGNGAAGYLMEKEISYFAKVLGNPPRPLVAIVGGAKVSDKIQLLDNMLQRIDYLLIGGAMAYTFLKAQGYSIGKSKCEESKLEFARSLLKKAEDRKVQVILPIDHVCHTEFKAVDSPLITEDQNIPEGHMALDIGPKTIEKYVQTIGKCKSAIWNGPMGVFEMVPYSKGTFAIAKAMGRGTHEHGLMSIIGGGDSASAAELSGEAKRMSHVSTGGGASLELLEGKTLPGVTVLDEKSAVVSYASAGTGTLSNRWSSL
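Recombinant glycosomal PGK reaction used 1,3-bisphosphoglycerate generated in-well by GAPDH (100nM final) in 100mM TEA pH 7.6, 5mM MgCl2, 0.01% Tween-20. After 60 minutes at room temperature, ATP was read by Kinase-Glo Plus luminescence end-point.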
HP1b binding inh – HP1-beta chromodomain-methylated histone interaction inhibition; Potency, µM (doses to about 114 µM), without a hit: top-dose activity change, negative = inhibition, actives largely listed as inhibitors; AID 540317; AlphaScreen HP1-beta / biotin-H3K9me3 peptide binding; P83916; 0.56% of 390,000 active; note: nearly all actives have a fitted effect of over 70% in size; inactives centre near 23
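Compound inhibition of the preformed complex between 50 nM HP1-beta and 50 nM biotinylated H3K9me3 peptide was read by AlphaScreen. Buffer was PBS pH 7.4 with 0.01% Tween-20. Incubations ran 30 min at room temperature, with 10 ug/mL donor/acceptor beads.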
Pin1 inh – inhibitors of human Pin1. Pin1 FP peptide displacement, HiFluor488, 10 min. Potency, µM (highest dose often 115 µM), without a hit: top-dose activity, negative = inhibition, most hits filed as inhibitors. 0.009% of 390,000 active; active = well fitted inhibition curve with a large enough effect in the polarisation, with a control signal flat, not every such curve was filed as active; inconclusive = small, poorly fitted or top-dose-only effect, or effect the other way, or a change in a side signal; inactive = no such curve, though single readings can be large or run the other way; the % refers to the polarisation; note: % is set by controls: 0 for no effect and ±100 for the full control effect
Target sequence (Q13526 whole entry, looked up): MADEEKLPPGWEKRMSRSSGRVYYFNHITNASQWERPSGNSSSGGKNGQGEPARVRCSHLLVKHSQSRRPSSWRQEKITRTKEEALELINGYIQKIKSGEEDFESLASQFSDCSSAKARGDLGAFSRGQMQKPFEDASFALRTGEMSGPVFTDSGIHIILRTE
GLS inhibitor – glutaminase GLS (human) inhibition; GLS enzymatic activity, qHTS titration; Potency, µM (titrated, usually from 45.5 µM), for the others: top-dose activity change, negative = inhibition, usual class: inhibitors; 0.21% of 410,000 active; AID 624170; note: % is set by controls: 0 for no effect and ±100 for the full control effect
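Read-out is an Amplex red fluorescence increase coupled through glutamate oxidase and HRP, measured before and after 30 min room-temperature incubation. hKGA is in 45 mM KH2PO4 (pH 8.2) with 0.02% Tween-20; glutamine added as 1mM solution.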
Starred values were filed as active, the others as inactive; i = inactive; ? = inconclusive; . = no result given; & = joins results of further samples; [ ] = another dose, or the depositor's remark. Unless noted, calls come from the whole dose curve; as a rule, active = well fitted curve in the direction sought with a large enough effect; inconclusive = small, poorly fitted or top-dose-only effect, or another doubt; inactive = no such curve, though single readings can be large; an effect the other way counts as inactive or inconclusive. Potency is the fitted concentration of half-maximal effect. Some of the compounds tested; rates above refer to the full screens.

No.	structure	JMJD2A Tudor inh	Pin1 inh	HP1b binding inh	RGS4 inh	Tb PGK inh	ALOX12 inh	rTrxR1 inhibitor	ERG Ets-DNA blk	GLS inhibitor
1	CCc1ccc(NS(=O)(=O)c2ccc3c(c2)oc(=O)n3C)cc1	-11%	-10%	24%	16%	1%	-30%	-13%	-3%	3%
2	Cc1cc(C)cc(N(C(=O)Cc2cccs2)C(C(=O)NC2CCCC2)c2ccc(C)o2)c1 (centres undefined)	-2%	6%	28%	10%	.	4%	6%	.	-2%
3	COC(=O)C1CCN(CC(N)=O)CC1	7%	-6%	50%[activator]	-1%	-3%	-3%	17%[57.1 µM]	-9%	4%
4	Cc1ccc(NC(=O)c2cc(-c3ccc4c(c3)OCO4)on2)cc1C	0%	5%	0%	3%	6%	1%	23%	4%	5%
5	O=C(NNC(=O)c1cc(Cl)nc2ccccc12)c1ccccc1F	-16%	-2%	2%	12%	-10%	0%	-9%[57.1 µM]	4%	5%
6	CCOc1ccccc1C(=O)NC1CC2CCCC(C1)N2Cc1ccc(C)cc1 (centres undefined)	-6%	4%	35%	-49%	-2%	0%	6%[57.1 µM]	10%	4%
7	COc1cccc(N2C(=O)CC(NNC(=O)c3cccs3)C2=O)c1 (centres undefined)	-8%	-1%	35%[activator]	-37%	i	2%	8%[57.1 µM]	-4%	?
8	O=C(Nc1cccc(O)c1)c1ccc(C(=O)c2ccccc2)o1	-30%	0%	16%	-4%	-3%	-11%	16%	4%	11%
9	CCCCn1c(SCC(=O)N2CCCCC2)nc2cc(S(N)(=O)=O)ccc21	-17%	-3%	20%	12%	-4%	11%	17%	19%	-4%
10	O=C(NCCNC(=O)c1cnccn1)c1ccc(Cl)c(Cl)c1	-6%	0%	6%	17%	-7%	-4%	11%	-4%	-14%
11	Cc1ccc(-c2cc(N)on2)cc1	-6%	1%	39%	1%	-4%	-10%	-7%	-7%	6%
12	CCOC(=O)C1(C)NC(c2ccco2)C2C(=O)N(c3ccccc3)C(=O)C21 (centres undefined)	-18%	2%	28%	15%	-1%	-4%	5%	-4%	-5%
13	Cc1ccccc1N(CC(=O)N1CCOCC1)S(C)(=O)=O	-12%	-8%	17%	11%	1%	-25%	5%[57.1 µM]	5%	5%
14	CCOC(=O)C(O)(CCC(O)(C(=O)OCC)C(=O)OCC)C(=O)OCC	-4%	4%	24%	15%	-9%	-13%	8%	.	-5%
15	COc1ccc(N2CCN(Cc3nc4c(c(=O)n(C)c(=O)n4C)n3CCc3ccccc3)CC2)cc1	-19%	-1%	3%	16%	3%	13%	12%[57.1 µM]	-11%	1%
16	Cc1noc(C)c1COC(=O)c1ccc(N(C)C)cc1	-21%	-2%	31%	4%	i	-7%	-5%	3%	14%
17	COc1cccc(CNS(=O)(=O)c2ccc3c(c2)CC(C)N3C(=O)C2CCC2)c1 (centres undefined)	-7%&-19%	-1%&5%	33%&25%	-12%&14%	-7%&9%	?	15%&13%	13%&4%	3%&11%
18	Cc1cc(NC(=O)CSCC(=O)OCc2nnc(-c3ccccc3)o2)no1	-7%	0%	48%[activator]	-7%	i	0%	6%	3%	-2%
19	CCOc1cc(N2CCOCC2)c(OCC)cc1NC(=O)Cc1cn2ccsc2n1	-23%	-2%	11%	-13%	-10%	14%	12%	-6%	35%[activator]
20	COc1ccc(CNc2c(C(=O)O)cnc3c2cnn3C)cc1	-2%	7%	16%	21%	4%	-18%	-17%	-7%	10%
21	CC(=O)Nc1ccc(C(=O)OCC(=O)Nc2ccccc2Sc2ccccc2)cc1	-24%	3%	28%	-2%	i	-12%	2%	-4%	1%
22	COc1ccc(NC(=O)CN(C)C(=O)C2CC(=O)N(c3ccc4c(c3)OCCO4)C2)cc1 (centres undefined)	-10%	-8%	26%	9%	-3%	19%	-12%	-11%	11%
23	CSc1ccc(CCNC(=O)c2ccc(-c3nc(COc4ccccc4)c(C)o3)cc2)cc1	14%	3%	39%[activator]	-9%	i	-15%	27%	4%	-4%
24	Cc1ccc2c(c1)N(CC(=O)N1CCCCCC1)C(=O)c1cccnc1O2	-18%	5%	13%	-13%[56.9 µM]	10%	1%	19%[57.1 µM]	2%	-6%
25	CCN(CC)S(=O)(=O)c1ccc(Cl)c(NC(=O)COc2ccc(OC)cc2)c1	-1%[57.1 µM]	-2%	58%[activator]	-1%	-8%	-2%	-4%[57.1 µM]	-2%	-9%
26	Cc1ccc(/C(O)=C2\C(=O)C(=O)N(CC(C)O)C2c2ccc(N(C)C)cc2)cc1 (centres undefined)	?	-7%	19%	6%	i	-133%	-13%	-2%	35%[activator]
27	CCOC(=O)c1sc(NC(=O)CCSC)nc1C	-21%	6%	35%	21%	2%	0%	-13%[57.1 µM]	8%	3%
28	CCCCN(C)C(=O)c1ccc2c(c1)N(Cc1cccc(F)c1)C(=O)c1ccccc1S2	-23%	-5%	5%	1%	-9%	-23%	4%[57.1 µM]	0%	12%
29	CCc1nn(CC(=O)NCCCN2CCOCC2)c(=O)c2cc3sccc3n12	7%	-4%	40%[activator]	-19%	-2%	0%	16%	7%	-7%
30	Cc1nc2c(ccc3nc(NC(=O)C(c4ccccc4)c4ccccc4)sc32)s1	-17%	17%	66%[activator]	-6%	-4%	-6%	16%	0%	-5%
31	O=C(Cn1c(=O)c2ccccc2n(CC(=O)Nc2ccc(Cl)cc2)c1=O)NCCc1ccccc1	-27%	-12%	-3%	?	-1%	-16%	?	-10%	1%
32	O=C(Nc1nnc(S(=O)(=O)N2CCCCC2)s1)c1ccc(Cl)cc1	1%&-35%	2%&-2%	42%&-2%[activator]	-1%&16%	-6%&6%	78%&-1%[activator]	6%[57.1 µM]	-15%&-1%	1%&10%
33	CC1=C(C#N)C(c2cccnc2)C2=C(CC(C)(C)CC2=O)N1 (centres undefined)	15%	-4%	23%	-7%	-4%	21%	?	-8%	3%
34	COc1ccc(CNC(=O)c2cc(-c3ccc(Cl)cc3)n[nH]2)cc1	8%	11%	58%[activator]	33%	-2%	-26%	19%	0%	-4%
35	Cc1oc2ccc(NS(=O)(=O)c3cccc4cccnc34)cc2c1C(=O)OC(C)C	-16%	-6%	20%	1%	-2%	-4%	9%	0%	0%
36	Cc1cc(O)ccc1-c1cnc2ccccc2n1	?	-12%	-10%	-19%	-5%	?	13%[57.1 µM]	-3%	23%
37	CCC1Nc2ccccc2-c2nnc(SC)nc2O1 (centres undefined)	-9%	-2%	25%	29%	9%	?	-13%	-2%	13%
38	Cc1ccccc1Nc1nc(N)nc(CSc2nc3ccccc3c(=O)n2C)n1	-15%	31%[activator]	38%	-18%	-3%	0%	23%[57.1 µM]	-5%	0%
39	OC1CCN(C(=S)Nc2ccc(Nc3ccccc3)cc2)CC1	-35%	-2%	-12%	-31%	2%	?	2%	4%	49%[activator]
40	CCCCc1cc(=O)oc2cc(C)c3c(C(C)(C)C)coc3c12	28%	-5%	4%	0%	5%	-14%	21%	5%	4%
41	Cc1ccc(CN2C3CCCC2CC(NC(=O)c2ccc(C)cc2)C3)cc1 (centres undefined)	-25%	2%	4%	14%[56.9 µM]	-1%	-6%	12%	-14%	1%
42	COc1ccc2nc(NC(=O)CSc3nnc(N)s3)sc2c1	-15%	9%	36%	-6%	-7%	-7%	12%	13%	-4%
43	CCOc1ccccc1C(=O)Nc1nnc(CC)s1	-1%	3%	36%[activator]	13%	0%	11%	15%[57.1 µM]	5%	1%
44	COc1cccc2c1C(=O)CC1C2CCC2CC(=O)CCC21C (centres undefined)	-17%	2%	22%	10%	-12%	35%[activator]	13%	2%	5%
45	COc1ccc(C(=O)Nc2ccc(NC(=O)CSc3nnc(-c4ccncc4)n3C)cc2)cc1	-12%	0%	124%[activator]	-16%	-8%	-24%	-1%	17%	-8%
46	Fc1ccc(-n2nnc(-c3cccnc3)n2)cc1	-11%	-4%	59%[activator]	-13%	4%	?	-7%	-1%	2%
47	Cc1noc2ncnc(Oc3ccc(Cl)cc3Cl)c12	56µM*	4%	11%	-31%	8%	-19%	-8%[57.1 µM]	-6%	3%
48	O=C(NCCCN1CCOCC1)c1onc(CSc2ccccc2)c1C(=O)NCCCN1CCOCC1	-20%	-4%	9%	-20%	4%	-5%	20%	-5%	6%
49	C/C(=N\NC(=S)NC1CCCCC1)c1ccccc1	-14%	-7%	9%	-14%	-2%	25µM*	0%	2%	2%
50	O=S(=O)(NC1=NCCCCC1)c1ccc2ccccc2c1	1%	-7%	43%[activator]	-8%	5%	-22%	-10%	.	2%
51	O=[N+]([O-])c1ccccc1/C=N/n1c(-c2ccccc2)n[nH]c1=S	8.9µM*	?	-28%	-33%[56.9 µM]	-2%	-1%	?	-8%	-21%
52	COc1ccccc1CNC(=O)COC(=O)c1cc(C)oc1C	-18%	2%	37%	15%	7%	1%	-3%	2%	2%

Looked up one by one from above, two records:
No.	structure	JMJD2A Tudor inh	Pin1 inh	HP1b binding inh	RGS4 inh	Tb PGK inh	ALOX12 inh	rTrxR1 inhibitor	ERG Ets-DNA blk	GLS inhibitor
47	Cc1noc2ncnc(Oc3ccc(Cl)cc3Cl)c12	56µM*	4%	11%	-31%	8%	-19%	-8%[57.1 µM]	-6%	3%
51	O=[N+]([O-])c1ccccc1/C=N/n1c(-c2ccccc2)n[nH]c1=S	8.9µM*	?	-28%	-33%[56.9 µM]	-2%	-1%	?	-8%	-21%

Bioassay records (PubChem)
